Assay outcomes: PubChem BioAssay, several laboratories
VLA-4 inh = inhibition in a human VLA-4 binding assay | inhibition, % (about 7 µM as worked out from the volumes in the protocol) | hit rate 0.2% among 330,000 | VLA-4 expressing cells, ligand binding flow cytometry | AID 2557; in the data active = inhibition above about 50%
Target sequence (P13612 whole entry, looked up): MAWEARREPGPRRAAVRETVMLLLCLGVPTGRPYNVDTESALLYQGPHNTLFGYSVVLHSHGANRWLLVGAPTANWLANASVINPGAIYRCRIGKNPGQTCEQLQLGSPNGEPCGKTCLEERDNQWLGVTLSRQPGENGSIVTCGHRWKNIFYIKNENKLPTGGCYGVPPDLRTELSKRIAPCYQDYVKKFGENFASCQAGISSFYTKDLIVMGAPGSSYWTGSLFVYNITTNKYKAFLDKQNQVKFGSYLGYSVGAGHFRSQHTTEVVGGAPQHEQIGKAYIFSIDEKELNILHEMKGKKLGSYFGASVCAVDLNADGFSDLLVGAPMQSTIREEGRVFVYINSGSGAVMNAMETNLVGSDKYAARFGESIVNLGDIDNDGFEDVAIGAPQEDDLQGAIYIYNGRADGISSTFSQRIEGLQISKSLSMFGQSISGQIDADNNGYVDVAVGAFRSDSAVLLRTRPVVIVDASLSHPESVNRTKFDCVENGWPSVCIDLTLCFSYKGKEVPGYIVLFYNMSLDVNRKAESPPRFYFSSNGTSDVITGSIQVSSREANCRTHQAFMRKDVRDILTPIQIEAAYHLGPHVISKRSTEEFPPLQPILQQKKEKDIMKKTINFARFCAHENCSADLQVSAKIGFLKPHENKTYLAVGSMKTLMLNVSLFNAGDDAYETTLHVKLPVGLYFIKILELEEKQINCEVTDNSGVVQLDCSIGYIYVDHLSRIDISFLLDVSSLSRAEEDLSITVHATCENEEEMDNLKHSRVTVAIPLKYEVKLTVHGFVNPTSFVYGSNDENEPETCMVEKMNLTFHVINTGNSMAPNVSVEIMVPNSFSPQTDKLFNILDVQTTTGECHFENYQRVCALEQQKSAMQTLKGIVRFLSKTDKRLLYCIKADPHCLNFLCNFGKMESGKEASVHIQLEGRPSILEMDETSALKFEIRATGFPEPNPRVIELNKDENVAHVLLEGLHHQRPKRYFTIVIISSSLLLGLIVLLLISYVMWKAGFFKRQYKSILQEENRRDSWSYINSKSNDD
CIT2-GFP yeast = modulators of TOR pathway CIT2-GFP in S. cerevisiae; GFP response vs DMSO, % at 10 µM; hit rate 0.065% among 320,000; S. cerevisiae CIT2-GFP strain, flow cytometry, 3 h; 100 means same as DMSO wells;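 active = GFP response relative to DMSO above a set limit, near the screen mean plus 3 SD, cut at about 150% in these data; inconclusive = Fewer than 70 cells measured for a yeast strain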;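 note: ratio of well median GFP fluorescence to mean of DMSO wells on the plate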
MEP2-GFP yeast = alters MEP2-GFP fluorescence in TOR pathway yeast screen | GFP response vs DMSO, % at 10 µM | S. cerevisiae MEP2-GFP strain, flow cytometry GFP, 3 h; 100% = DMSO control level | hit rate 0.51% among 330,000;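 active = GFP response versus DMSO above a set limit, roughly screen mean plus 3 SD, cut at about 180% in these data; inconclusive = fewer than 70 cells counted for a yeast strain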;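 note: median GFP fluorescence of the barcode-gated MEP2-GFP cells per well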
LAP4 TOR yeast = modulators of TOR pathway LAP4-GFP in S. cerevisiae; hit rate 0.34% among 320,000; GFP response vs DMSO, % at 10 µM; S. cerevisiae LAP4-GFP multiplex, flow cytometry GFP, 3 h; median GFP as percent of DMSO wells; AID 2023;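 active = GFP response vs DMSO above a set limit, about the screen mean plus 3 SD, cut at about 150% in these data; inconclusive = under 70 cell events counted for the yeast strain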
GASC-1 inh = human JMJD2C demethylase inhibition. hit rate 0.069% among 330,000. inhibition, % at 2.35 µM. GST-JMJD2C(1-420) H3K9me3 demethylation, DELFIA europium. Q9H3R0;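 active = more than half of a compound's replicate wells show inhibition beyond 50%, single wells judged on their own value; inconclusive = some, but no more than half, of replicates pass 50% inhibition; inactive = no replicate passes 50% inhibition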;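 note: signal counts dimethyl H3K9 product captured on neutravidin plate; 0% = median of DMSO wells and 100% = 0.3 times that DMSO median; strong numbers were not always called active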
GRK2 inh = inhibitors of human GRK2 displacing RNA aptamer; AID 488847; P25098; inhibition of aptamer binding, % at 10 µM; bead flow cytometry, FAM-aptamer displacement from GRK2; hit rate 0.59% among 330,000;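 active = inhibition of aptamer binding above 40%, roughly 3 SD of noise, on plates passing a quality check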;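 note: median bead fluorescence of bound FAM aptamer so fluorescent compounds give negative values; no value below 0 was filed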
RPL19A-GFP yeast = alters RPL19A-GFP fluorescence in TOR pathway yeast screen; hit rate 0.3% among 330,000; S. cerevisiae RPL19A-GFP strain, flow cytometry, 3 h; hits give low values; percent response vs DMSO, % at 10 µM; AID 2025;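 active = percent response vs DMSO below 50%; inconclusive = fewer than 70 events counted for the yeast strain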;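 note: median channel GFP fluorescence of the barcoded RPL19A-GFP strain; ratio of sample median GFP to plate DMSO average so 100% = DMSO; lower means less RPL19A-GFP as with rapamycin TOR inhibition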
AGP1-GFP MLPCN = alters AGP1-GFP fluorescence in TOR pathway yeast screen; S. cerevisiae AGP1-GFP multiplex flow cytometry, 3 h; GFP as percent of DMSO wells; GFP response vs DMSO, % at 10 µM; hit rate 0.02% among 320,000;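 active = GFP response relative to DMSO above a set limit, near screen average plus 3 SD, cut at about 150% in these data; inconclusive = fewer than 70 cells counted for the yeast strain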;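 note: median GFP channel fluorescence of the gated AGP1 strain per well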
The depositor's hits bear a star; [ ] = remark or other dose.

`CCn1c(SCC(N)=O)nc2sc3c(c2c1=O)CCN(C)C3` gave VLA-4 inh 3, CIT2-GFP yeast 114, MEP2-GFP yeast 100, LAP4 TOR yeast 112, GASC-1 inh 9, GRK2 inh 0, RPL19A-GFP yeast 102 and AGP1-GFP MLPCN 113.
Screening C/C(=N/NC(=O)c1ccc(C)s1)c1cccnc1 returned VLA-4 inh 4, CIT2-GFP yeast 87, MEP2-GFP yeast 104, LAP4 TOR yeast 79, GASC-1 inh -5, GRK2 inh 0, RPL19A-GFP yeast 117 and AGP1-GFP MLPCN 87.
`COC(=O)C1=C(C)N(CCCC(=O)O)C(=O)NC1c1ccc([N+](=O)[O-])cc1` (stereo unspecified) gave VLA-4 inh -9, CIT2-GFP yeast 89, MEP2-GFP yeast 109, LAP4 TOR yeast 98, GASC-1 inh 6, GRK2 inh 5, RPL19A-GFP yeast 96 and AGP1-GFP MLPCN 95.
Cc1ccc(C)c(N2CCN(C(=O)CCCCn3c(=O)[nH]c4ccccc4c3=O)CC2)c1 was read as VLA-4 inh -18, CIT2-GFP yeast 89, MEP2-GFP yeast 94, LAP4 TOR yeast 97, GASC-1 inh -2, GRK2 inh 1, RPL19A-GFP yeast 97 and AGP1-GFP MLPCN 97.
`COCC(C)n1c(SCC(=O)NC(=O)NC2CCCC2)nc2ccccc2c1=O` (stereo unspecified) gave VLA-4 inh 10, CIT2-GFP yeast 98, MEP2-GFP yeast 98, LAP4 TOR yeast 98, GASC-1 inh 0, GRK2 inh 2, RPL19A-GFP yeast 96 and AGP1-GFP MLPCN 98.
For O=C(COc1cccnc1[N+](=O)[O-])NCCc1ccc(Cl)cc1 the results were VLA-4 inh 19, CIT2-GFP yeast 96, MEP2-GFP yeast 96, LAP4 TOR yeast 100, GASC-1 inh -33, GRK2 inh 0, RPL19A-GFP yeast 98 and AGP1-GFP MLPCN 99.
COc1cc(OC)nc(-n2ncc(OC)c(Br)c2=O)n1 was read as VLA-4 inh 10, CIT2-GFP yeast 107, MEP2-GFP yeast 113, LAP4 TOR yeast 105, GASC-1 inh 25, GRK2 inh 1, RPL19A-GFP yeast 100 and AGP1-GFP MLPCN 105.
Screening O=C(Cn1nc2n(c1=O)-c1ccccc1SC2)N/N=C/c1cccnc1 returned VLA-4 inh 9, CIT2-GFP yeast 108, MEP2-GFP yeast 94, LAP4 TOR yeast 107, GASC-1 inh 9, GRK2 inh 2, RPL19A-GFP yeast 98 and AGP1-GFP MLPCN 107.
Cc1ccc(S(=O)(=O)N2c3ccccc3-c3c(ssc3=S)C2(C)C)cc1 was read as VLA-4 inh 8, CIT2-GFP yeast 86, MEP2-GFP yeast 95, LAP4 TOR yeast 100, GASC-1 inh -6, GRK2 inh 1, RPL19A-GFP yeast 101 and AGP1-GFP MLPCN 90.
Cc1noc(C)c1C(=O)Nc1nnc(-c2ccccc2)s1 was read as VLA-4 inh -4, CIT2-GFP yeast inconclusive, MEP2-GFP yeast 231*[may fluoresce violet], LAP4 TOR yeast 104[may fluoresce violet], GASC-1 inh 8, GRK2 inh 1, RPL19A-GFP yeast 55[may fluoresce violet] and AGP1-GFP MLPCN 21[may fluoresce violet].

Overlap with the part before: 3 entries, then new ones.
Screening O=C(Cn1nc2n(c1=O)-c1ccccc1SC2)N/N=C/c1cccnc1 returned VLA-4 inh 9, CIT2-GFP yeast 108, MEP2-GFP yeast 94, LAP4 TOR yeast 107, GASC-1 inh 9, GRK2 inh 2, RPL19A-GFP yeast 98 and AGP1-GFP MLPCN 107.
Cc1ccc(S(=O)(=O)N2c3ccccc3-c3c(ssc3=S)C2(C)C)cc1 was read as VLA-4 inh 8, CIT2-GFP yeast 86, MEP2-GFP yeast 95, LAP4 TOR yeast 100, GASC-1 inh -6, GRK2 inh 1, RPL19A-GFP yeast 101 and AGP1-GFP MLPCN 90.
Cc1noc(C)c1C(=O)Nc1nnc(-c2ccccc2)s1 was read as VLA-4 inh -4, CIT2-GFP yeast inconclusive, MEP2-GFP yeast 231*[may fluoresce violet], LAP4 TOR yeast 104[may fluoresce violet], GASC-1 inh 8, GRK2 inh 1, RPL19A-GFP yeast 55[may fluoresce violet] and AGP1-GFP MLPCN 21[may fluoresce violet].
O=C1CN(c2ccccc2)C(=S)N1c1ccccc1 was read as VLA-4 inh 18, CIT2-GFP yeast 101, MEP2-GFP yeast 103, LAP4 TOR yeast 94, GASC-1 inh 20, GRK2 inh 0, RPL19A-GFP yeast 101 and AGP1-GFP MLPCN 97.
`CC(C)c1ccc[n+](-c2nc([O-])sc2C=O)c1` gave VLA-4 inh 15, CIT2-GFP yeast 112, MEP2-GFP yeast 99, LAP4 TOR yeast 110, GASC-1 inh 4, GRK2 inh 1, RPL19A-GFP yeast 97 and AGP1-GFP MLPCN 108.
`O=C(N/N=C/c1ccccn1)c1ccc([N+](=O)[O-])cc1` gave VLA-4 inh -10, CIT2-GFP yeast 105, MEP2-GFP yeast 104, LAP4 TOR yeast 106, GASC-1 inh 14, GRK2 inh 0, RPL19A-GFP yeast 107 and AGP1-GFP MLPCN 99.
Screening Cc1ccc(-n2c(C)cc(/C=N/Nc3ccc([N+](=O)[O-])cn3)c2C)cc1 returned VLA-4 inh -37, CIT2-GFP yeast 103, MEP2-GFP yeast 110, LAP4 TOR yeast 104, GASC-1 inh 6, GRK2 inh 0 and RPL19A-GFP yeast 99.
For O=C(CCCN1C(=O)c2cccc3cccc(c23)C1=O)N1CCN(c2ccccc2)CC1 the results were VLA-4 inh 22, CIT2-GFP yeast 96, MEP2-GFP yeast 103, LAP4 TOR yeast 107, GASC-1 inh 7, GRK2 inh 2, RPL19A-GFP yeast 103 and AGP1-GFP MLPCN 98.
CCOC(=O)c1[nH]c(C)c(CN(CCc2ccccc2)S(C)(=O)=O)c1C was read as VLA-4 inh 13, CIT2-GFP yeast 102, MEP2-GFP yeast 107, LAP4 TOR yeast 98, GASC-1 inh -7, GRK2 inh 2, RPL19A-GFP yeast 96 and AGP1-GFP MLPCN 103.
O=C(O)C1CCC(=O)N(C2CC2)C1c1ccccc1 (stereo unspecified) was read as VLA-4 inh 2, CIT2-GFP yeast 95, MEP2-GFP yeast 98, LAP4 TOR yeast 105, GASC-1 inh 2, GRK2 inh 0 and RPL19A-GFP yeast 95.
For O=C(CCC(=O)OCC(=O)c1ccccc1)NC1CCCCC1 the results were VLA-4 inh 6, CIT2-GFP yeast 100, MEP2-GFP yeast 102, LAP4 TOR yeast 95, GASC-1 inh 10, GRK2 inh 1, RPL19A-GFP yeast 99 and AGP1-GFP MLPCN 96.
For Cc1nn(C)c(C(=O)NCc2ccc(Cl)cc2)c1Cl the results were VLA-4 inh 0, CIT2-GFP yeast 89, MEP2-GFP yeast 98, LAP4 TOR yeast 89, GASC-1 inh -19, GRK2 inh 0, RPL19A-GFP yeast 97 and AGP1-GFP MLPCN 93.
`Cc1ccccc1CN1N=C(/C=C/c2ccccc2)CCC1=O` gave VLA-4 inh -1, CIT2-GFP yeast 99, MEP2-GFP yeast 108, LAP4 TOR yeast 98, GASC-1 inh -1, GRK2 inh 1, RPL19A-GFP yeast 97 and AGP1-GFP MLPCN 101.
Screening Cc1cccc(NC(=O)c2ccc3c(c2)CCN3S(C)(=O)=O)c1 returned VLA-4 inh 5, CIT2-GFP yeast 100, MEP2-GFP yeast 107, LAP4 TOR yeast 96, GASC-1 inh 0, GRK2 inh 1, RPL19A-GFP yeast 109 and AGP1-GFP MLPCN 95.
For Cc1sc2nc(SC(C)C)nc(N)c2c1C the results were VLA-4 inh 3, CIT2-GFP yeast 91, MEP2-GFP yeast 96, LAP4 TOR yeast 98, GASC-1 inh 5, GRK2 inh 3, RPL19A-GFP yeast 98 and AGP1-GFP MLPCN 93.
Screening CN1C(=O)c2cccc3c(S(=O)(=O)Nc4ccccc4F)ccc1c23 returned VLA-4 inh 0, CIT2-GFP yeast 106, MEP2-GFP yeast 106, LAP4 TOR yeast 92, GASC-1 inh 2, GRK2 inh 5, RPL19A-GFP yeast 102 and AGP1-GFP MLPCN 104.
`COc1cc(F)cc(-c2ccc3c(c2)c(C#Cc2ccsc2)c(-c2cc(OC)cc(OC)c2)n3C)c1` gave VLA-4 inh -5, CIT2-GFP yeast 111, MEP2-GFP yeast 100, LAP4 TOR yeast 108, GRK2 inh 7, RPL19A-GFP yeast 107 and AGP1-GFP MLPCN 115.
For C=C1SC(Nc2c(C)cccc2C)=NC12CCCCC2 the results were VLA-4 inh 2, CIT2-GFP yeast inconclusive, MEP2-GFP yeast 651*[may fluoresce violet], LAP4 TOR yeast 96[may fluoresce violet], GASC-1 inh -40, GRK2 inh 0, RPL19A-GFP yeast 58[may fluoresce violet] and AGP1-GFP MLPCN 19[may fluoresce violet].
Screening Cc1cc(C)c(C2=Nn3c(C)nnc3SC2C)cc1C (stereo unspecified) returned VLA-4 inh -1, CIT2-GFP yeast 101, MEP2-GFP yeast 105, LAP4 TOR yeast 102, GASC-1 inh -3, GRK2 inh 0, RPL19A-GFP yeast 101 and AGP1-GFP MLPCN 94.
`COc1ccc(NC(=O)CN2C(=O)CC(C)S(=O)(=O)c3ccccc32)cc1` (stereo unspecified) gave VLA-4 inh 9, CIT2-GFP yeast 99, MEP2-GFP yeast 107, LAP4 TOR yeast 96, GASC-1 inh 4, GRK2 inh 2, RPL19A-GFP yeast 107 and AGP1-GFP MLPCN 102.
`CCCNC(=O)c1ccc2c(=O)c(O)c(-c3ccc(C)cc3)[nH]c2c1` gave VLA-4 inh 12, CIT2-GFP yeast 114, MEP2-GFP yeast 86, LAP4 TOR yeast 104, GASC-1 inh -2, GRK2 inh 3, RPL19A-GFP yeast 100 and AGP1-GFP MLPCN 90.
O=C(NNS(=O)(=O)c1ccccc1[N+](=O)[O-])c1ccccc1[N+](=O)[O-] was read as VLA-4 inh 12, CIT2-GFP yeast 95, MEP2-GFP yeast 100, LAP4 TOR yeast 90, GASC-1 inh -6, GRK2 inh 3, RPL19A-GFP yeast 94 and AGP1-GFP MLPCN 100.
For COc1ccccc1N(C(=O)c1ccco1)C(C(=O)NC1CCCC1)c1ccncc1 (stereo unspecified) the results were VLA-4 inh 3, CIT2-GFP yeast 110, MEP2-GFP yeast 107, LAP4 TOR yeast 96, GASC-1 inh 1, GRK2 inh 0, RPL19A-GFP yeast 100 and AGP1-GFP MLPCN 103.
For CCn1ncc(Br)c1C(=O)Nc1sc2c(c1C(=O)OC)CCC2 the results were VLA-4 inh -14, CIT2-GFP yeast 80, MEP2-GFP yeast 97, LAP4 TOR yeast 79, GASC-1 inh -3, GRK2 inh 1, RPL19A-GFP yeast 112 and AGP1-GFP MLPCN 84.
For O=C(COc1ccc(-n2cnnn2)cc1)Nc1cccc(Cl)c1Cl the results were VLA-4 inh 0, CIT2-GFP yeast 109, MEP2-GFP yeast 106, LAP4 TOR yeast 91, GASC-1 inh -4, GRK2 inh 0, RPL19A-GFP yeast 105 and AGP1-GFP MLPCN 101.
For CCCCC(CC)Cn1c(N)c(C#N)c2nc3ccccc3nc21 (stereo unspecified) the results were VLA-4 inh -16, CIT2-GFP yeast 105, MEP2-GFP yeast 108, LAP4 TOR yeast 102, GASC-1 inh -2, GRK2 inh 0, RPL19A-GFP yeast 102 and AGP1-GFP MLPCN 96.
`CNC(=O)Nc1ccccc1NC(=O)NC` gave VLA-4 inh -20, CIT2-GFP yeast 108, MEP2-GFP yeast 109, LAP4 TOR yeast 101, GASC-1 inh 0, GRK2 inh 2, RPL19A-GFP yeast 103 and AGP1-GFP MLPCN 107.
